Yeast eIF2B = modulators of yeast eIF2B activity. inhibition, % at 25 µM (by protocol). 27,000 tested, 0.91% active. AID 688. S. cerevisiae eIF2B-epsilon R284H, GCN4-lacZ luminescence;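 active = mutant luminescence inhibited past about 50% while wild type luminescence and mutant growth stay under set limits, limit read from the data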; note: some compounds called inactive have numbers as strong as hits
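Assay system: yeast eIF2B-epsilon R284H mutant carrying GCN4–beta-galactosidase fusion / Buffer or medium: YPD / Incubation: 16 h growth with compound at 30 °C, 90 min Beta-Glo step / Detection: Beta-Glo luminescence after Z-buffer lysis, growth by 595 nm absorbance / Read-out: % inhibition of reporter signal and growth versus controls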
Yeast tox = Inhibits yeast growth, turbidity readout; S. cerevisiae wild-type growth, A595 turbidity, 16 h; growth inhibition, % at 25 µM (by protocol); 30,000 tested, 0.3% active; AID 685;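 active = mutant and wild-type yeast strains alike exhibit over 30% growth inhibition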;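 note: 0% = untreated cell controls and 100% = YPD media blanks without cells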
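System – wild-type and eIF2Bepsilon-R284H mutant S. cerevisiae, screened separately · Measured by – absorbance at 595 nm (turbidity) · Timing – 16 h compound exposure during growth at 30 °C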
Yeast tox inhibition % = further read-out of Yeast tox, marked with its call; growth inhibition, %; S. cerevisiae eIF2Bepsilon-R284H mutant growth, A595 turbidity, 16 h;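 each compound tested once at 25 µM; 0% equals untreated cells and 100% equals cell-free medium blanks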
Yeast eIF2B mutant toxicity = recorded beside Yeast eIF2B, whose call it bears; growth inhibition, %; measured here: mutant yeast growth, toxicity;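 each compound tested once at 25 µM; zero equals untreated control growth and 100 equals blank medium absorbance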
* hit, by the source's call; . = not tested or not shown.

| Molecule | Yeast eIF2B | Yeast eIF2B mutant toxicity | Yeast tox | Yeast tox inhibition % |
| --- | --- | --- | --- | --- |
| CC(C)(C)OC(=O)NCCc1nnc(SCC(N)=O)o1 | 7 | -4 | 3 | -4 |
| CC(=O)c1cc(C(=O)Nc2ccccc2C(=O)O)oc1C | 40 | -14 | 4 | -14 |
| CCN(CC)C(=O)CSc1nc2ccccc2o1 | 17 | 4 | 1 | 4 |
| COc1ccc(Cl)cc1NC(=O)CSc1nnc(COc2ccccc2)n1C | 22 | 14 | 24 | 14 |
| O=C(COC(=O)[C@H](Cc1ccccc1)N1C(=O)c2ccccc2C1=O)Nc1ccc2c(c1)OCO2 | 19 | -19 | 0 | -19 |
| Cc1ccc(-c2cc(-c3cccc(F)c3)n[nH]2)c(O)c1 | . | . | 30* | 48* |
| O=C(CN1C(=O)COc2ccccc21)N1CCc2ccccc2C1 | -30 | -11 | 1 | -11 |
| CCOC(=O)c1[nH]c(=O)c2ccccc2c1O | 9 | . | -11 | 0 |
| O=C(Cc1c(C(=O)O)[nH]c2ccccc12)Nc1ccc2c(c1)OCO2 | 19 | 23 | 13 | 23 |
| C=CCSc1nnc(NC(=O)c2ccc(S(=O)(=O)NCC3CCCO3)cc2)s1 (stereo unspecified) | . | . | 15 | -4 |
| CC(C)NC(=O)C1CC(=O)N(c2ccc(F)c(Cl)c2)C1 (stereo unspecified) | 3 | . | 4 | 0 |
| CC12CCCCC1(O)[N+](=O)C1=C(CCCC1)N2[O-] (stereo unspecified) | -18 | 20 | 16 | 20 |
| Cc1cc(NC(=O)COC(=O)c2cc(S(=O)(=O)N3CCOCC3)ccc2N2CCCCC2)no1 | . | . | -10 | 12 |
| Cn1nnnc1SCC(=O)N1CCc2ccccc2C1 | 11 | 4 | 14 | 4 |
| COc1ccc(NC(C)=O)cc1NC(=O)CSc1nnc(-c2ccncc2)n1C | 13 | -20 | 23 | -20 |
| O=S(=O)(NC1CCCCC1NCc1ccco1)c1ccccc1 (stereo unspecified) | -10 | -4 | 10 | -4 |
| COc1ccc(C(=O)Nc2cc(OC)ccc2OC)cc1 | -18 | . | -11 | 0 |
| OCCNc1nc2ccccc2n1-c1ccccc1 | . | . | 7 | 7 |
| Cc1cc(NC2CCCCC2)nc(-c2ccccc2O)n1 | 20 | 5 | 2 | 5 |
| Cc1sc2c(c1C)c(=O)nc1n2Cc2ccccc2-1 | 20 | 11 | 3 | 11 |

Some of the entries above, reformatted:
Cc1sc2c(c1C)c(=O)nc1n2Cc2ccccc2-1
  Yeast eIF2B = 20; Yeast eIF2B mutant toxicity = 11; Yeast tox = 3; Yeast tox inhibition % = 11
COc1ccc(NC(C)=O)cc1NC(=O)CSc1nnc(-c2ccncc2)n1C
  Yeast eIF2B = 13; Yeast eIF2B mutant toxicity = -20; Yeast tox = 23; Yeast tox inhibition % = -20
OCCNc1nc2ccccc2n1-c1ccccc1
  Yeast eIF2B = .; Yeast eIF2B mutant toxicity = .; Yeast tox = 7; Yeast tox inhibition % = 7

Next entries follow:
| Molecule | Yeast eIF2B | Yeast eIF2B mutant toxicity | Yeast tox | Yeast tox inhibition % |
| --- | --- | --- | --- | --- |
| CCOC(=O)CSc1nnnn1-c1cccc2ccccc12 | 17 | 9 | -1 | 9 |
| CN(C)c1nc2n(c(=S)n1)CCS2 | -33 | . | 6 | 0 |
| CC(=O)Nc1ccccc1Nc1cc(C#N)c(C#N)cc1[N+](=O)[O-] | -23 | 5 | 4 | 5 |
| O=C(CCc1nc2ccccc2[nH]c1=O)OCC(=O)c1ccc(Cl)cc1 | -1 | -12 | -17 | -12 |
| O=C1CC(c2ccc(F)cc2)Cc2nc(N3CCOCC3)ncc21 (stereo unspecified) | 18 | -10 | -3 | -10 |
| CCCCOC(=O)Cn1c(=N)n(CCN(CC)CC)c2ccccc21 | 17 | 19 | 3 | 19 |
| C=CCOc1cccc(C2C(C(=O)c3ccc(C)o3)=C(O)C(=O)N2c2nccs2)c1 (stereo unspecified) | 8 | . | 0 | 0 |
| COCCNC(=O)C(c1cccs1)N(Cc1cccs1)C(=O)Cn1nnc2ccccc21 (stereo unspecified) | . | . | -13 | -8 |
| O=C(c1cccc2ccccc12)N1CCN(c2ccccc2F)CC1 | 8 | 11 | 1 | 11 |
| O=C(O)c1cn(-c2ccccc2)c(=O)c2ccccc12 | 7 | . | 11 | 0 |

6 records drawn at random from the list so far:
| Molecule | Yeast eIF2B | Yeast eIF2B mutant toxicity | Yeast tox | Yeast tox inhibition % |
| --- | --- | --- | --- | --- |
| CN(C)c1nc2n(c(=S)n1)CCS2 | -33 | . | 6 | 0 |
| O=C1CC(c2ccc(F)cc2)Cc2nc(N3CCOCC3)ncc21 (stereo unspecified) | 18 | -10 | -3 | -10 |
| O=C(O)c1cn(-c2ccccc2)c(=O)c2ccccc12 | 7 | . | 11 | 0 |
| O=C(c1cccc2ccccc12)N1CCN(c2ccccc2F)CC1 | 8 | 11 | 1 | 11 |
| CC(=O)Nc1ccccc1Nc1cc(C#N)c(C#N)cc1[N+](=O)[O-] | -23 | 5 | 4 | 5 |
| COCCNC(=O)C(c1cccs1)N(Cc1cccs1)C(=O)Cn1nnc2ccccc21 (stereo unspecified) | . | . | -13 | -8 |

The results go on:
| Molecule | Yeast eIF2B | Yeast eIF2B mutant toxicity | Yeast tox | Yeast tox inhibition % |
| --- | --- | --- | --- | --- |
| COC(=O)c1ccc(NC(=O)COc2ccc(S(=O)(=O)N3CCCCC3)cc2)cc1 | 13 | -15 | -26 | -15 |
| CC(=O)Nc1nc2ccc(C(=O)NC3CCCCC3)cc2s1 | . | . | -7 | -3 |
| Cc1nc2nc(C)c(CCC(=O)NCCC3=CCCCC3)c(C)n2n1 | 2 | . | . | . |
| O=C(c1nn(Cc2ccccc2)c(=O)c2ccccc12)N1CCN(c2ccccn2)CC1 | 25 | . | 31 | 0 |
| CC1CCCC(NC(=O)COC(=O)Cc2cn3ccsc3n2)C1C (stereo unspecified) | 45 | -4 | -6 | -4 |
| COc1ccc(C(C(=O)NC2CCCCC2)N(Cc2ccco2)C(=O)CNC(=O)c2ccco2)cc1 (stereo unspecified) | -3 | 3 | -1 | 3 |
| CCCOc1ccc2c(C)c(CC(=O)OC)c(=O)oc2c1 | 19 | -8 | 15 | -8 |
| O=C(Nc1ccc(Cl)cn1)Nc1cccs1 | 17 | -2 | 16 | -2 |
| CCN1N=C(c2cc(Cl)sc2Cl)CSC1=O | 43 | 8 | 3 | 8 |
| c1ccc(CSc2nnnn2-c2cccc3ccccc23)nc1 | 16 | 4 | -12 | 4 |
| CC(C)(C)n1nnnc1C(c1ccc(Cl)cc1)N(Cc1cccnc1)Cc1ccco1 (stereo unspecified) | 4 | -9 | -1 | -9 |
| CCN(CC)C(=O)N1CCC(NC(=O)Cc2ccccc2)CC1 | 14 | . | 11 | 0 |
| CCOCCOCCC(C(=O)O)P(=O)(c1ccccc1)c1ccccc1 (stereo unspecified) | . | . | 14 | 17 |
| Cn1c(C(=O)NCCCN2CCCC2=O)cc2c(=O)n3ccccc3nc21 | 14 | -9 | 3 | -9 |
| Cc1[nH]nc2ncc(C(=O)c3cc(F)ccc3O)cc12 | . | . | 15 | 14 |
| CCOc1ccccc1OCC(=O)OCC(=O)Nc1ncc(Cl)cc1Cl | 17 | -18 | 5 | -18 |
| CC1CCCCN1C(=O)C12CCC(C)(/C(=N/O)C1)C2(C)C (stereo unspecified) | 13 | 3 | 16 | 3 |
| COc1cccc(-c2[nH]nc3c2C(c2ccoc2)C(C#N)=C(N)O3)c1 (stereo unspecified) | 16 | 9 | 11 | 9 |
| Cn1nc([N+](=O)[O-])c2c(-c3nc4ccccc4s3)c(N)n(C3CCCCC3)c2c1=O | . | . | -17 | -16 |
| CCN1CCN(C(=O)CCN2C(=O)COc3ccc(C)cc32)CC1 | 45 | 10 | 7 | 10 |

Going on with the list.
Each structure is followed by: Yeast eIF2B | Yeast eIF2B mutant toxicity | Yeast tox | Yeast tox inhibition %
- CCOC(=O)/C=C1\NC(C)(C)Cc2cc(OC)c(OC)cc21
    5 | -23 | -14 | -23
- CCOc1ccccc1N1CC(O)=C(c2nc3ccccc3s2)C1=N
    -11 | 10 | 3 | 10
- CC1=CC(C)C(/C=N/n2cnnc2)C(C)C1 (stereo unspecified)
    17 | 11 | -11 | 11
- O=C(CSc1nnc(Cc2ccccc2)n1Cc1ccccc1)NCc1ccco1
    13 | 9 | 13 | 9
- Cc1ccc(C)c(S(=O)(=O)NCc2ccc(C(=O)N3CCN(C)CC3)cc2)c1
    . | . | 10 | 0
- O=C(Nc1cc(N2CCOCC2)ncn1)NC1(C(F)(F)F)Oc2ccc(Cl)cc2O1 (stereo unspecified)
    18 | 19 | 25 | 19
- O=C(CCCOc1ccccc1)N1CCN(c2ccccc2)CC1
    18 | 8 | 6 | 8
- Cc1nc(NNC(=O)c2ccccc2)cc(-c2ccccc2)n1
    1 | 16 | 10 | 16
- CCCCCCCCCCNC(=O)C(=O)Nc1ccccn1
    -15 | 5 | 10 | 5
- CCCn1c(-c2ccc(OC)cc2)nc2nc3ccccc3nc21
    5 | -15 | -20 | -15
- COc1ccc(S(=O)(=O)N2Cc3ccccc3CC2C(=O)Nc2nccs2)cc1OC (stereo unspecified)
    18 | -4 | -17 | -4
- COc1ccc(C)cc1-n1nnnc1SCC1CCCCO1 (stereo unspecified)
    24 | 18 | -5 | 18
- O=C1CCCCCN1C(=O)c1cccc(C(=O)N2CCCCCC2=O)c1
    20 | . | . | .
- COc1ccccc1NC(=O)NC1(C(=O)N2CCCCCC2)CCCCC1
    27 | . | . | .
- N#Cc1nc(-c2ccco2)oc1NCc1ccc(F)cc1
    20 | 7 | 3 | 7
- CCOc1ccc(N=C(NC#N)SCC(=O)NC2CC2)cc1
    17 | -17 | -8 | -17
- CCn1c(=O)c2ccccc2n2c(SCC(=O)NCc3cccs3)nnc12
    21 | 15 | 19 | 15
- CCC12CN3CC(CC)(CN(C1)C3c1c(O)ccc3ccccc13)C2=O (stereo unspecified)
    7 | -25 | -24 | -25
- CCOc1cc(C)c(S(=O)(=O)N2CCCC2)cc1C
    12 | 18 | -2 | 18
- Cn1c(=O)c2c(ncn2Cc2ccc(Cl)c(Cl)c2)n(C)c1=O
    -18 | . | . | .
- COc1ccc(NS(=O)(=O)c2ccc(N3C(=O)CCC3=O)cc2)cc1
    . | . | 18 | 15
- Cc1ccc(SCc2nc(-c3ccncc3)no2)cc1
    -12 | 4 | 5 | 4
- CC1(C)NC(=O)N(CCSc2ccc(Cl)cc2)C1=O
    23 | 25 | 10 | 25
- COc1ccc(Cc2nnn(CC(=O)O)n2)cc1
    3 | 44 | 11 | 44
- CCC(=O)N1CCN=C1SCc1ccc(Cl)cc1
    42 | -8 | 19 | -8
- O=C1OC(c2ccccc2)/C(=C(/O)c2ccccc2)C1=O (stereo unspecified)
    -17 | 17 | 11 | 17
- CC(=NCCCn1ccnc1)C1=C(O)c2ccccc2C1=O
    17 | 10 | 16 | 10
- COc1ccccc1C(c1nnnn1C1CCCC1)N1CCN2CCCC2C1 (stereo unspecified)
    32 | -22 | 15 | -22
- CC(C)(C)N1C(=O)c2ccc(C(=O)O)cc2C1=O
    18 | 7 | 7 | 7
- O=C(CCSc1ccccc1)NCC1CCCO1 (stereo unspecified)
    29 | 5 | 6 | 5
- CSc1ccccc1NC(=O)c1cc(C(C)C)on1
    . | . | 14 | 5
- CC(C)(C)c1ccc(C(=O)N/C(N)=N/c2nc3ccccc3o2)cc1
    9 | 17 | 1 | 17
- CCC(C)(C)n1c(=O)[nH]c2c(c1=O)CCC2
    12 | -2 | 23 | -2
- CCN(CC)CC(=O)c1ccc(-c2ccccc2)cc1
    10 | -3 | 22 | -3
- CCOc1ccc(C(CC(=O)O)NC(=O)c2ccco2)cc1 (stereo unspecified)
    13 | 5 | -20 | 5
- CCOc1cc2[nH]c(=O)n(CCC(=O)N3CCN(c4ccccc4OC)CC3)c(=O)c2cc1OCC
    4 | -4 | -12 | -4
- c1ccc(CCn2nnnc2CN2CCc3ccccc32)cc1
    -7 | 4 | 8 | 4
- Cc1cc(C(=O)CN2C(=O)NC3(CCCc4ccccc43)C2=O)c(C)n1C (stereo unspecified)
    . | . | 16 | 20
- CCc1c(C)c(C#N)c2nc3ccccc3n2c1N1CCN(c2cc(C)ccn2)CC1
    2 | -24 | -16 | -24
- CCOC(=O)C1=C2N(C)c3ccccc3N2CCC1=O
    -5 | -5 | -5 | -5
- O=C(CCCCn1c(=O)[nH]c2ccccc2c1=O)NCCC1=CCCCC1
    21 | 7 | 6 | 7
- Cc1cc(C(C)(C)C)nc2[nH]n(-c3ccccc3)c(=O)c12
    15 | 27 | 18 | 27
- COC(=O)c1ccc(-c2nc3cc(N)ccc3o2)cc1
    -12 | . | . | .
- CN(C)CCSc1nc(-c2ccccc2)nc2c1COC(C)(C)C2
    22 | -35 | 1 | -35
- O=C1CNC(=O)N1CC(=O)N1CCCc2ccccc21
    . | . | 26 | 13
- CCCCN(C)S(=O)(=O)c1cc(Br)cc2c1N(C(=O)C1CC1)CC2
    24 | 19 | 6 | 19
- c1ccc(-c2csc3ncnc(NCCCN4CCOCC4)c23)cc1
    -17 | . | . | .
- Cc1cc(C)c(S(=O)(=O)c2ccccc2)c(OC(=O)c2c(F)cccc2Cl)n1
    14 | 13 | 2 | 13

This is a subset; the hit share may differ from the screen's.
